Screening data as filed in PubChem BioAssay.
Exocytosis inh: blocks lytic granule exocytosis; TALL-104 LAMP-1 surface exposure, flow cytometry; cells stimulated with thapsigargin and PMA; inhibition, % at 10 µM; hit rate 0.66% among 360,000;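 active = inhibition above about 55%, limit read from the data; inconclusive = no clear call, values can overlap the other calls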
ABCB6 inh 2: blocks the human ABCB6 transporter; Q9NP58; K562-ABCB6 porphyrin accumulation, flow cytometry, 1 h; stronger effect = lower value; fluorescence ratio to DMSO, % at 10 µM; hit rate 0.19% among 360,000; AID 602162;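 active = fluorescence ratio to DMSO below 75%, the collection mean minus 3 SD; inconclusive = too few cells collected in the well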;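 also: signal is porphyrin accumulated inside mitochondria; 100% equals median channel fluorescence of DMSO control wells; lower ratio means ABCB6 inhibition with less porphyrin fluorescence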
N-glyco inh: N-linked glycosylation inhibition. D54 ERlucT glycosylation luciferase reporter, 24 h; percent of 100 nM tunicamycin response. hit rate 0.23% among 360,000. reporter increase, % at 12.5 µM;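 active = mean luciferase reporter signal, scaled so untreated is 0 and the glycosylation-blocking control 100, at or above a set limit in every replicate; inconclusive = mean reaches the limit but not every replicate does; inactive = mean below the limit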;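 also: luciferase carries N-glycosylation sites so blocking glycosylation raises the light; 0% = median of neutral control wells and 100% = median of 100 nM tunicamycin wells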
MC4R antagonist: human MC4R antagonism in cAMP assay | P32245 | MC4R-expressing cells, MTII-stimulated cAMP, LANCE TR-FRET | inhibition, % at 6.5 µM | hit rate 0.48% among 360,000;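 active = inhibition above its plate's cutoff, the mean of tested wells on that plate plus 3 SD, cut at about 29% in these data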;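 also: 0% = Melanotan II alone and 100% = Melanotan II plus saturating MCL0020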
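Material – human MC4R-expressing U2OS cells · Repeats – no replicates · Detection – TR-FRET with Eu-cAMP and labeled anti-cAMP, 671 nm · Times – compound 30 min, challenge 1 h, detection 1 h · Compound – single nominal compound dose of 6.5 µM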
Cardio protect: modulators protecting cardiomyocytes from myocardial damage; H9c2 cardiomyocytes, H2O2 injury protection, ATPLite, 2 h; protection from H2O2 cell death, % at 20 µM; hit rate 0.63% among 360,000; AID 588492;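 active = compounds giving at least 50% protection of heart cells from peroxide-induced death in the single-dose screen, raw or plate-pattern-corrected value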;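 also: 0% = DMSO wells with peroxide and 100% = DMSO wells without peroxide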
ABHD5-PLIN5 inh: blocks binding of human ABHD5 to perilipin-5; Q00G26+Q8WTS1; Split G. princeps luciferase complementation, luminescence, 4 h; inhibition, % at 4 µM; hit rate 0.78% among 360,000;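 active = inhibition above the mean inhibition across every tested compound plus 3 SD, cut at about 22% in these data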;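 also: 0% = DMSO only wells and the 100% control is not disclosed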
Target sequence (Q00G26 whole entry, looked up): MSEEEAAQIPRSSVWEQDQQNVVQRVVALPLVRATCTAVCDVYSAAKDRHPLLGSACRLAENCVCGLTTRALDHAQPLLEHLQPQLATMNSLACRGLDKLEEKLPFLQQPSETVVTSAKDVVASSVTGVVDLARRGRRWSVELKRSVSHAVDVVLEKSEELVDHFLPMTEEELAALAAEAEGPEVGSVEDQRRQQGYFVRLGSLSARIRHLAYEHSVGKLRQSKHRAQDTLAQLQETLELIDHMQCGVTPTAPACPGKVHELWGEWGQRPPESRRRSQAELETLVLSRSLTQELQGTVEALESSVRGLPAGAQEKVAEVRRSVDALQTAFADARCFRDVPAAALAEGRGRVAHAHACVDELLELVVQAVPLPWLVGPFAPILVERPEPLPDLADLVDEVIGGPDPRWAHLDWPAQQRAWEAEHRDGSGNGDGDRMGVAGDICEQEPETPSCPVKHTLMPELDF
Target sequence (Q8WTS1 whole entry, looked up): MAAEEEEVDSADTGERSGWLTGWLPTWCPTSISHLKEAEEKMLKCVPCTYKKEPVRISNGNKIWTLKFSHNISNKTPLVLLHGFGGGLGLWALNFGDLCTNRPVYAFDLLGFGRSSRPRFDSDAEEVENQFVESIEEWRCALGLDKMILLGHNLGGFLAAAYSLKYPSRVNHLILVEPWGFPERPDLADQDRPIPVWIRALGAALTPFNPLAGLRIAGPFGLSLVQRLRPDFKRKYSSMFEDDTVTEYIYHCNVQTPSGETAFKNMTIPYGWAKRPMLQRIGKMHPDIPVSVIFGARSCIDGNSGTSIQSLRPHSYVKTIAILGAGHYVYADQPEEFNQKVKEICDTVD
HTR2A ag: activates the mouse 5-HT2A serotonin receptor; hit rate 0.66% among 360,000; P35363; CHO-K1 mHTR2A beta-arrestin complementation, luminescence; percent of 30 µM serotonin response; AID 624169; activation, % at 7.6 µM;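 active = activation above a run cutoff, the mean activation of all tested compounds plus 3 SD, cut at about 14% in these data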;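 also: 0% = plate median of compound wells and 100% = 30 µM serotonin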
aDG glyco up: alpha-DG glycosylation activation; hit rate 0.22% among 360,000; Pro5-aDG cells, alpha-DG glycosylation AlphaScreen (IIH6); 0% Pro5, 100% B10-LARGE cell signal; activation, % at 10 µM;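 active = activation of at least 8% versus controls, or a plate z-score of at least 8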;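 also: Pro5 are CHO cells carrying HIG-tagged alpha-DG that lacks glycosylation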
iPSC survival up: increases survival of single human iPS cells; hiPSC single-cell survival, ATPlite luminescence; 100% = ROCK inhibitor wells, 0% = DMSO; survival enhancement, % at 20 µM; hit rate 0.044% among 360,000; in the data active = survival enhancement above about 18%;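 also: cells exposed to compounds for 16 hours before the ATP read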
MC4R ag barr: human MC4R agonism via beta-arrestin | AID 540308 | activation, % at 8.9 µM | U2OS MC4R beta-arrestin complementation, luminescence; percent of melanotan II response, DMSO zero | P32245 | hit rate 0.98% among 360,000;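 active = activation above a per-plate cutoff, the mean activation of sample wells on that plate plus 3 SD, cut at about 8% in these data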
An asterisk follows results filed as active; ? = inconclusive.

SMILES	Exocytosis inh	ABCB6 inh 2	N-glyco inh	MC4R antagonist	Cardio protect	ABHD5-PLIN5 inh	HTR2A ag	aDG glyco up	iPSC survival up	MC4R ag barr
CN(C(=O)c1cccc(NC(=O)Cc2ccc([N+](=O)[O-])cc2)c1)C1CCCCC1	-4	98	-2	4	-11	-1	3	0.8	1.2	-0.8
Cc1cc(O)c(C(=O)/C=C/c2ccc(Cl)cc2)c(=O)o1	-10	107	-1	2	-21	2	1	-0.1	-0.6	0.6
O=C(Cc1ccccc1)NNS(=O)(=O)c1ccc([N+](=O)[O-])cc1	-2	96	3	0	-1	1	-1	0.2	0.5	-2.6
CSc1nc2nc(-c3ccccc3)cc(=O)n2[nH]1	2	98	-3	12	-1	7	1	0.5	3.8	0.4
CC[C@@]12C(=O)N(c3cccc(F)c3)C(=O)N1[C@H](c1ccc(Br)cc1)[C@@H]1C(=O)N(C(C)(C)C)C(=O)[C@@H]12	27	94	-2	5	5	4	4	0.2	-1.6	2.6
O=S(=O)(c1cccc(Cl)c1Cl)N1CCCCC1	10	96	-3	7	-2	-4	0	0.0	-2.6	0.4
CCOc1cc(C(=O)N2CCC(CC3CC(c4cccc(Br)c4)=NO3)(C(=O)NCC3CCCCC3)CC2)cc(OCC)c1OCC (stereo not drawn)	11	101	-3	15	-9	-6	-4	1.1	1.7	0.1
CC(=O)N1c2ccc(S(=O)(=O)N3CCC(C(=O)NCc4ccc(N(C)C)cc4)CC3)cc2CC1C (stereo not drawn)	2	100	0	3	-6	-5	-1	0.0	0.5	-1.6
COc1ccc(C(=O)Nc2nnc(-c3ccccc3)o2)cc1OC	-2	96	3	5	15	0	-6	0.3	0.3	-0.7
O=C(C[C@H]1C[C@H](C(=O)N2CCOCC2)[C@@]2(CCC3CCCC3)c3[nH]c4cc(-c5ccco5)ccc4c3CCN2C1=O)NCCN1CCOCC1	29	100	-2	-3	5	17	1	0.1	-2.6	0.9
NC1=C(c2ccc([N+](=O)[O-])cc2)C(=O)CO1	0	102	0	-4	-6	-2	-3	0.3	-1.8	-1.6
CC(=O)c1cccc(S(=O)(=O)NCC2CCCCC2)c1	0	97	-1	2	-4	1	-2	0.4	0.5	-0.5
COc1cc(/C=C2/C(=O)NN(c3cccc(Cl)c3)C2=O)cc(OC)c1O	4	101	7	6	12	3	0	0.0	0.0	-2.0
CC(=O)Nc1ccccc1C(=O)C(=O)Nc1cccc(C(=O)NCC2CCCO2)c1 (stereo not drawn)	0	98	2	13	3	0	5	0.1	0.0	-0.5
Cc1cc2cc(CNC(=O)c3ccc(S(=O)(=O)N4CCOCC4)cc3)ccc2n1C	-2	96	-3	0	16	12	4	0.1	-1.5	1.2
CN1c2ccccc2C(O)=C(C(=S)Nc2ccccc2)S1(=O)=O	-3	94	1	4	-12	-11	-1	-0.1	5.7	1.7
COc1ccc2sc(-c3ccc(N(C)C)cc3)c(-c3ccc4cc[nH]c4c3)c2c1	72*	97	4	6	-2	1	3	1.0	-1.5	2.1
COc1ccc(S(=O)(=O)N2CCCCC2)cc1NC(=O)Cc1cccc(C(F)(F)F)c1	4	94	-8	8	-3	8	1	-0.2	-0.4	4.7
COc1ccccc1Cn1c(C)c(C(=O)NCc2ccc3c(c2)OCCO3)sc1=O	3	104	-3	17	-3	-3	-2	-0.1	0.2	0.5
COC(=O)c1c(C(=O)OC)c2c(-c3ccccc3)cc3cccc1n32	55	96	5	-7	19	4	-6	0.6	1.3	-0.7
Nc1cnc(Br)cc1Br	-4	95	1	-4	-3	6	10	-0.1	1.6	-2.0
Cc1cccc(N(C(=O)CNC(=O)c2ccco2)C(C(=O)NC2CCCCC2)c2cccnc2)c1 (stereo not drawn)	-12	94	1	3	-9	-1	7	0.0	-0.2	0.7
COC(=O)c1nc(N)sc1C(C)C	-3	102	0	3	1	-2	6	-0.1	-0.2	2.6
CC1(C(=O)NS(=O)(=O)C2CC2)CCCN(C(=O)c2ccc3ccccc3c2)C1 (stereo not drawn)	-2	98	-1	17	8	0	-3	-0.1	2.9	0.5
CCc1ccc(NC(=O)c2ccc3nc(N)sc3c2)cc1	8	97	-3	8	-20	-7	-4	0.9	-1.1	4.8
COc1ccccc1/C=C(\NC(=O)c1ccc(OC)c(OC)c1)C(=O)Nc1cc([N+](=O)[O-])ccc1C	-10	100	-3	4	1	2	0	-0.2	4.7	-0.1
CC(C)CCN=CC1=C(O)CC(c2ccccc2)CC1=O (stereo not drawn)	2	96	2	6	1	-1	-1	0.2	-0.4	-1.0
COc1ccc(CN(C)C(=O)C2CCN(S(=O)(=O)c3cccs3)CC2)cc1F	-2	110	-3	1	-2	6	-6	0.2	1.9	-1.1
c1cc(Nc2ncnc3sc4c(c23)CCC4)ccn1	-2	97	-2	-1	-10	8	-3	0.0	0.7	1.6
CCn1c(COc2cccc(C)c2)nnc1SCC(=O)Nc1cccc(C(=O)OC)c1	4	97	-2	6	10	4	0	0.0	4.2	2.8
Cc1ccccc1C(=O)NCC(=O)OCCOc1ccc(C(C)C)c(C)c1	1	87	0	-2	-4	4	-5	-0.2	0.0	0.2
COc1ccc(C)cc1NC(=O)N1CCC(CO)(CC2CCCCO2)CC1 (stereo not drawn)	12	91	0	13	2	-1	12	-0.1	1.1	-2.3
O=c1cc(-c2ccccc2)[nH]c2[nH]n(-c3ccccc3)c(=O)c12	3	91	-4	1	0	-24	0	-0.3	1.4	-0.7
Cc1cccc(NC(NC(=O)c2ccccc2[N+](=O)[O-])C(Cl)(Cl)Cl)c1 (stereo not drawn)	4	92	1	5	-7	4	-2	0.4	-0.7	-0.6
O=C1Nc2ccccc2OC1CC(=O)N1CCOCC1 (stereo not drawn)	-5	97	2	7	2	6	1	-0.3	4.4	-0.6
CCCCNCC(O)(c1ccc(Cl)cc1)c1ccc(Cl)cc1	0	96	-2	11	-2	1	-7	1.5	-0.6	-0.8
CC1=C(C#N)C(=O)NC(=O)/C1=C/c1ccc(-c2ccc(S(N)(=O)=O)cc2)o1	-1	104	-4	3	6	0	3	-0.2	0.5	-2.0
CC(C)NC(=O)C(C)N1CCN(S(=O)(=O)c2ccc3ccccc3c2)CC1 (stereo not drawn)	12	99	3	15	-9	3	4	0.0	0.1	-0.9
O=C(N/N=C/c1ccc(F)c(F)c1)c1cc2c(s1)-c1ccccc1CC2	-3	96	1	4	-22	1	5	-0.3	0.4	7.5
COc1cccc(NC(=O)CN2C(=O)NC(c3ccccc3)(c3ccccc3)C2=O)c1	-2	100	10	5	-4	-10	2	0.0	0.5	1.2
COc1ccc(-c2nn(-c3ccccc3)cc2/C=C2/SC(=S)N(CCC(=O)O)C2=O)cc1	?	92	2	5	-12	2	0	-0.3	-0.1	1.5
CC(=O)c1ccc(N2CCN(C(=O)c3cc(-c4ccc5c(c4)OCO5)nc4ccccc34)CC2)cc1	-2	87	1	-4	32	13	1	-0.3	2.7	-0.8
CCNC(=S)NNC(=O)CCn1c2ccccc2c2ccccc21	-4	94	-2	10	9	4	0	0.5	2.5	0.4
CCc1cccc(CC)c1NC(=O)COn1nnc2ccc(C(F)(F)F)cc21	-2	91	0	11	-6	-3	0	0.5	2.2	-0.6
Nc1n[nH]c(-c2ccccc2)n1	1	89	1	2	14	-2	0	-0.2	0.9	-1.4
O=C1C2C3C=CC(O3)C2C(=O)N1CC(O)c1ccccc1 (stereo not drawn)	63*	100	2	-5	9	6	2	0.2	16	1.1
CCOC(=O)NC1c2ccccc2Oc2ccccc21	-2	88	-2	5	-4	-2	-4	0.1	-0.2	-1.3
CCN(CC(=O)Nc1ccc(C)c(S(=O)(=O)N2CCOCC2)c1)Cc1ccccc1	4	94	-2	1	1	5	9	0.2	-0.3	-0.5
CCOc1ccccc1N1CCN(C2=C(NS(=O)(=O)c3cccs3)C(=O)c3ccccc3C2=O)CC1	6	101	-1	6	10	-6	14	-0.7	-3.1	-4.0
CCC(C)NC(=O)CNC(=S)N(Cc1ccccc1F)C1CCCCC1 (stereo not drawn)	2	97	-2	5	-5	-5	0	0.2	-0.4	2.7
Cc1ccc(N(C(=O)CCC(=O)Nc2nccs2)C(C(=O)NC(C)(C)C)c2ccc(O)cc2)cc1 (stereo not drawn)	4	92	0	14	15	-2	-7	0.1	-0.6	-5.2
O=C(O)c1cc([N+](=O)[O-])ccc1C(=O)Nc1ccccc1	-1	93	2	7	-5	-2	-3	-0.3	-2.9	-1.8
CCCCSc1nc2c(c(=O)n1CC)SC(C)C2 (stereo not drawn)	-2	102	-2	6	-13	2	-3	-0.1	-0.2	4.7
O=C(Cc1c[nH]c2ccccc12)Nc1nnc(C2CC2)s1	0	94	-10	-3	3	-10	3	-0.3	-1.8	-1.1
CC(OC(=O)COc1ccc(C#N)cc1)C(=O)c1ccccc1 (stereo not drawn)	7	100	1	12	-10	7	-4	-0.1	-1.4	-0.2
c1cnc2ccc(C(c3nnnn3C3CCCCC3)N3CCN4CCCC4C3)cc2c1 (stereo not drawn)	3	98	-4	1	9	4	-4	-0.1	0.0	0.3
Cc1cccc2cc(CN(Cc3cccs3)Cc3nnnn3Cc3ccccc3)c(=O)[nH]c12	3	104	-4	25	15	3	-2	0.0	-0.5	-0.1
CNc1nc(Cl)c(SC)c(NCc2cccc(OC)c2)n1	48	84	2	6	-5	7	1	0.4	0.0	-1.4
COCCNC(=O)/C(C#N)=C/c1ccc(-c2ccc(S(=O)(=O)N3CCOCC3)cc2)o1	-6	101	1	-11	19	6	-7	-0.4	-0.4	-1.3
Cc1cc(Br)ccc1NC(=O)c1cnc(N2CCN(c3ccccn3)CC2)c2ccccc12	1	93	-5	17	1	-8	-2	0.0	-0.6	3.4
The list goes on.
SMILES	Exocytosis inh	ABCB6 inh 2	N-glyco inh	MC4R antagonist	Cardio protect	ABHD5-PLIN5 inh	HTR2A ag	aDG glyco up	iPSC survival up	MC4R ag barr
COc1ccc(/C=C2\SC(=O)N(CCC(=O)Nc3ccccc3)C2=O)cc1OC	-3	95	-2	10	-11	-1	-1	-0.2	0.5	-3.3
Cc1ccc(C2=NCCn3nc4cc(C(F)(F)F)ccc4c32)cc1	2	97	4	-4	-2	11	-7	0.0	1.6	7.5
CC(=O)Nc1cccc(C(=O)OC(C(=O)c2ccc(C)c(C)c2)c2ccccc2)c1 (stereo not drawn)	3	92	-3	11	-7	-13	-5	0.1	-1.4	-2.4
O=S(=O)(Nc1ccc(O)c(Sc2nc3ccccc3s2)c1)c1ccc(F)cc1	4	97	-3	15	-11	-7	-4	-0.5	-2.4	0.8
